Screening data as filed in PubChem BioAssay.
SKBR3 24h inh = SK-BR-3 proliferation inhibitors | SK-BR-3 viability, CellTiter-Glo ATP luminescence, 24 h; stronger effect = lower value | viability, % at 10 µM | 0.47% of 41,000 active;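 active means viability at or below the median of all test compounds minus 3 SD, in both replicates if run twice, cut at about 45% in these data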;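 further: 100% = median untreated cell wells and 0% = median positive control drug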
Active calls of the source: *.

SMILES	SKBR3 24h inh
Cc1cccc(Cn2c(SCCO)nc3c2c(=O)n(C)c(=O)n3C)c1	86.3
COc1ccc(-c2cc(C(=O)Nc3c(C)nn(Cc4ccccc4Cl)c3C)no2)cc1OC	72.7
Cc1onc(-c2ccccc2Cl)c1C(=O)Nc1ccccc1C(N)=O	65.8
O=C(c1ccc(Cl)cc1)N1CCN(C(=O)c2ccco2)CC1	80.5
CCCC(=O)NCCc1cc2cc(C)c(C)cc2[nH]c1=O	90.5
CCc1nc(N)c(C#N)c(-c2ccncc2)c1C	96.8
Cn1c(=O)c2[nH]c(-c3cccnc3)nc2n(C)c1=O	98.2
Cc1cc(C)c(C#N)c(N2CCN(Cc3ccc4c(c3)OCO4)CC2)n1	56.5
COc1ccc(Cl)cc1NC(=O)CCn1cnc2ccccc2c1=O	105.3
COc1ccc2cc(C(=O)NC3CCCCC3)c(=O)oc2c1	88.7
CCCc1[nH]n(-c2nc3ccccc3s2)c(=O)c1C=NCCN1CCOCC1	86.0
Cc1nn(-c2ccccc2)c2[nH]c(=O)c(CNCc3ccc4c(c3)OCO4)cc12	84.6
COc1cccc(CNc2nc3nc(C)cc(C)n3n2)c1	82.2
Cc1ccc(NCc2nnc(SCC(=O)N3CCCCC3)n2CC2CCCO2)c(C)c1 (configuration not stated)	98.2
CCOC(=O)C(C)Oc1nc(Oc2ccccc2)nc(N(C)C)n1 (configuration not stated)	85.4
O=C(NCCN=C1NS(=O)(=O)c2ccccc21)c1ccc2nccnc2c1	87.7
CCCC(c1nnnn1CCc1ccccc1)N1CCN(C(=O)c2ccco2)CC1 (configuration not stated)	83.2
CC1(C)CC(=O)C(CC2=C(O)CC(C)(C)CC2=O)=C(O)C1	112.0
CCOC(=O)N1CCN(C(=O)c2ccc(CN(c3ccccc3)S(C)(=O)=O)cc2)CC1	61.8
CCCC(=O)Nc1cc(OCC)c(NC(=O)NC2CCCCC2)cc1OCC	127.9

Overlap with the part before: six entries; new compounds follow.
SMILES	SKBR3 24h inh
CCOC(=O)C(C)Oc1nc(Oc2ccccc2)nc(N(C)C)n1 (configuration not stated)	85.4
O=C(NCCN=C1NS(=O)(=O)c2ccccc21)c1ccc2nccnc2c1	87.7
CCCC(c1nnnn1CCc1ccccc1)N1CCN(C(=O)c2ccco2)CC1 (configuration not stated)	83.2
CC1(C)CC(=O)C(CC2=C(O)CC(C)(C)CC2=O)=C(O)C1	112.0
CCOC(=O)N1CCN(C(=O)c2ccc(CN(c3ccccc3)S(C)(=O)=O)cc2)CC1	61.8
CCCC(=O)Nc1cc(OCC)c(NC(=O)NC2CCCCC2)cc1OCC	127.9
CCc1cc(=O)oc2c(C)c(O)c(CN3CCCCC3)cc12	91.1
COc1ccc2nc(SCC(=O)N(C)C3CCCCC3)c(C#N)cc2c1	89.0
Cc1cccc(NC(=O)CSc2n[nH]c(-c3ccncc3)n2)c1	103.0
C=CCOc1ccc2ccccc2c1CNc1ncn[nH]1	108.4
CN(C)CCCOC(=O)CCc1ccccc1	87.8
CCOc1ccc(-c2nc3n(c(=O)c2C#N)CCCS3)cc1	92.4
CCc1ccc(C(=O)Nc2nnn(CC)n2)cc1	120.1
C=CCn1c(Cc2cccs2)nnc1SCC(=O)Nc1cccc(OC)c1	98.9
CC(=O)Nc1ccc(C)cc1NC(C)=O	90.2
O=C(Nc1ccon1)c1ccc2c(c1)OCO2	79.1
COC(=O)c1ccccc1NC(=O)c1ccco1	129.7
CCc1nnc(NC(=O)CSc2nc(C)c3c(c2C#N)CCCC3)s1	82.9
O=C1C(=O)N(Cc2cccnc2)C(c2ccccn2)/C1=C(/O)c1ccc(Br)cc1 (configuration not stated)	83.5
Cc1nc2nc3c(cn2n1)C(=O)CC(C)(C)C3	97.8
Cc1ccc2c(c1)CCCN2C(=O)c1ccc2c(c1)OCO2	77.3
C=C(C)Cn1c(CCNC(=O)CCC)nc2ccccc21	98.9
Cn1nnnc1SCC(=O)N1CCN(c2cccc(Cl)c2)CC1	95.5
COc1cc2c(cc1OC)CN(C(=O)c1ccc(OC)c(S(=O)(=O)N3CCOCC3)c1)CC2	63.6
Cc1sc2nc(C(C)Sc3nnc(C)n3-c3ccccc3)[nH]c(=O)c2c1C (configuration not stated)	86.1
C#CCSc1nnc(-c2cccc3ccccc23)o1	79.6
COc1ccc(Br)cc1C(=O)Nc1cccc(-c2nnc(-c3ccco3)o2)c1	96.7
CC12CC(NC(=O)N1c1ccc(C(=O)N3CCN(c4ccc(F)cc4)CC3)cc1)c1ccccc1O2 (configuration not stated)	91.1
Cc1cccc2cc(C#N)c(SCC(=O)N3CC(=O)Nc4ccccc43)nc12	89.4
CC(NC(=O)Nc1nnc(C(F)(F)F)s1)N1C(=O)C2C3C=CC(C3)C2C1=O (configuration not stated)	87.5
O=C(c1ccccc1)N1CCN(Cc2ccccc2Br)CC1	105.3
CC(C)CNC(=O)COC(=O)c1cc(S(=O)(=O)N2CCCCC2)ccc1N1CCOCC1	81.3
Cc1c(C(=O)N2CCOCC2)[nH]c2c1C(=O)CC(c1ccccc1Cl)C2 (configuration not stated)	89.0
COC(=O)c1[nH]c2ccc(C)cc2c1NC(=O)CN1CCc2cc(OC)c(OC)cc2C1	89.5
COc1ccc(C(=O)Nc2ccc(Cl)cn2)cc1Cl	110.9
O=c1c(N2CCCCC2)coc2ccccc12	101.2
CCOc1ccccc1C1CC(=O)Nc2cc3c(cc21)OCCO3 (configuration not stated)	85.1
COc1ccc(CN2CCN(C(=O)CN3C(=O)C4C5C=CC(C5)C4C3=O)CC2)c(OC)c1OC (configuration not stated)	77.8
N[C@@H](Cc1cc(I)c(Oc2ccc(O)c(I)c2)c(I)c1)C(=O)O	102.9
CC(C)COc1ccc(C(=O)NC(CC(C)C)C(=O)O)cc1 (configuration not stated)	89.2
CN1CCN(c2nc3c(c(=O)n(C)c(=O)n3C)n2CC(=O)C23CC4CC(CC(C4)C2)C3)CC1	81.3
Nn1c(COc2ccccc2)nnc1SCc1cc(=O)[nH]c2ccccc12	108.0
CCOC(=O)c1csc(NC(=O)CSc2nnnn2CC)n1	107.2
COc1cc(-c2csc(C)n2)ccc1O	102.4
CCC1(C(=O)OC)NC(c2ccco2)C2C(=O)N(c3ccccc3)C(=O)C21 (configuration not stated)	105.2
CC1=[N+]([O-])C(C)(C)C(C)N(O)C1=O (configuration not stated)	101.7
CCCC(c1nnnn1Cc1cccs1)N1CCN(c2nc3ccccc3s2)CC1 (configuration not stated)	74.7
CC(Oc1ccc(Cl)cc1)C(=O)Nc1ncccn1 (configuration not stated)	101.2
FC(F)(F)c1nnc2ccc(N3CCOCC3)nn12	90.7
Cc1ccc(C)c2[nH]c(=O)c(C(c3nnnn3CCc3ccccc3)N3CCOCC3)cc12 (configuration not stated)	79.2
CCn1c(=O)cc(N2CCCCC2)[nH]c1=O	72.8
O=C(CSc1nc(N2CCCCC2)nc(N2CCCCC2)n1)NC1CCCCC1	93.9
O=C(NCc1ccccn1)C1CCN(S(=O)(=O)N2CCCC2)CC1	114.9
N#Cc1c(/N=C/c2cccs2)sc2c1CCCCC2	95.0
Cn1c(SCc2nc(-c3cccs3)no2)nnc1C1CCCCC1	80.8
Cc1nc2nc(SCC(=O)NCc3ccco3)nn2c(C)c1Cc1c(F)cccc1Cl	68.1
Cc1c(C#N)c(N)c(C(=O)c2ccccc2)n1Cc1ccccc1	97.3
Cc1cc(NC(=O)CSc2nnc(-c3cccnc3)n2C)no1	91.4
CCOC(=O)N1CCN(C(=O)c2oc3ccc(S(=O)(=O)N4CCOCC4)cc3c2C)CC1	73.8
CC1CN(c2oc(-c3ccco3)nc2C#N)CC(C)O1 (configuration not stated)	88.0
O=C(CSc1ncnc2c1oc1ccccc12)NCC1CCCO1 (configuration not stated)	75.8
CCOC(=O)C1C(=O)CC(C)(O)C(C(=O)OCC)C1c1cccc(OC(F)(F)C(F)F)c1 (configuration not stated)	85.4
Cc1cc(O)c(-c2n[nH]c3c2C(c2cccc(O)c2)N(Cc2cccnc2)C3=O)cc1Cl (configuration not stated)	116.0
O=c1c2ccccc2n(Cc2ccc(F)cc2)c(=O)n1C1CCCC1	95.2
CCOC(=O)CSC1=C(C#N)C(C)C2=C(CCCC2=O)N1 (configuration not stated)	123.4
CC(C)(C)NS(=O)(=O)c1ccc(CCC(=O)N2CCOCC2)cc1	69.2

Later entries:
SMILES	SKBR3 24h inh
COc1ccc(-c2nn(-c3ccccc3)cc2/C=N/n2cnnc2)cc1OC	118.5
O=c1[nH]c2cc3c(cc2cc1C(c1nnnn1C1CCCC1)N1CCCc2ccccc21)OCCO3 (configuration not stated)	95.1
CCCCC(=O)Nc1ccc2oc(-c3ccncc3)nc2c1	107.6
Cn1ncc2c(NCc3ccccc3)ncnc21	89.1
COc1ccc2c(c1)[nH]c1c(=O)n(CCN(C)C)cnc12	119.0
O=S(=O)(NC1CC1)c1ccc(S(=O)(=O)N2CCCC3(CCCCC3)C2)cc1	92.2
CCOc1ccc(N2C(=O)C3CCCN3C2=O)cc1 (configuration not stated)	89.1
CCC(C)NC(=O)C1CCCN(S(=O)(=O)c2ccc(-n3cnnn3)cc2)C1 (configuration not stated)	92.9
CCn1c(Cn2nnc(-c3ccccc3)n2)nnc1SCC(=O)Nc1ccc(C(C)=O)cc1	67.0
Cc1ccc2c(c1)cc(CN(Cc1cccs1)C(=O)c1ccco1)c1nnnn12	94.9
CN(C)CCNc1oc(COc2ccc(-c3ccccc3)cc2)nc1C#N	77.3
CN1CCN(c2c3c(c(C#N)c4nc5ccccc5n24)CCCC3)CC1	96.1
CC(C)OCCCN1CN(S(=O)(=O)c2ccccc2)c2nc3ccccc3nc21	78.4
Cc1cc(C)c(NC(=O)CSc2nnc(-c3ccncc3)n2Cc2ccco2)c(C)c1	96.4
CC1=CCC(COC(=O)Nc2ccccc2)CC1 (configuration not stated)	82.8
CC(C)(C)C(=O)OCC1OC(n2cnc(C(N)=O)n2)C(O)C1O (configuration not stated)	95.8
CCOc1ccc2nc(C(C)O)[nH]c2c1 (configuration not stated)	99.9
C=CCNC(=O)CN(c1ccc(F)cc1)S(=O)(=O)c1ccc(OC)cc1	86.8
Cc1ccc(C2C(C(=O)c3sc(C)nc3C)=C(O)C(=O)N2CCCN(C)C)o1 (configuration not stated)	85.6
NC(=O)Nn1c(CCC(=O)O)ccc1-c1ccc(Br)cc1	104.2

Some of the entries so far, bar-delimited:
smiles | SKBR3 24h inh
O=S(=O)(NC1CC1)c1ccc(S(=O)(=O)N2CCCC3(CCCCC3)C2)cc1 | 92.2
Cc1ccc(C2C(C(=O)c3sc(C)nc3C)=C(O)C(=O)N2CCCN(C)C)o1 (configuration not stated) | 85.6
Cc1cc(C)c(NC(=O)CSc2nnc(-c3ccncc3)n2Cc2ccco2)c(C)c1 | 96.4
CN1CCN(c2c3c(c(C#N)c4nc5ccccc5n24)CCCC3)CC1 | 96.1
CC1=CCC(COC(=O)Nc2ccccc2)CC1 (configuration not stated) | 82.8
CC(C)OCCCN1CN(S(=O)(=O)c2ccccc2)c2nc3ccccc3nc21 | 78.4

3 structures out of the list, arranged by count of non-hydrogen atoms, descending.
SMILES	SKBR3 24h inh
CC(C)OCCCN1CN(S(=O)(=O)c2ccccc2)c2nc3ccccc3nc21	78.4
CN1CCN(c2c3c(c(C#N)c4nc5ccccc5n24)CCCC3)CC1	96.1
COc1ccc2c(c1)[nH]c1c(=O)n(CCN(C)C)cnc12	119.0

(continued)
SMILES	SKBR3 24h inh
CC(C)c1ccc(OCc2nc(-c3ccccn3)no2)c(Br)c1	94.3
O=P(CCC(F)(F)F)(CCC(F)(F)F)CCC(F)(F)F	102.7
COc1ccccc1CN(CC(=O)NCc1ccco1)C(=O)CNS(=O)(=O)c1ccc(C)cc1	98.4
O=C(c1ccc(Br)s1)N1CCN(Cc2ccc3c(c2)OCO3)CC1	82.6
CCc1cccc2c(C#N)cn(CC(=O)NCc3ccco3)c12	104.6
Cn1c(=O)c2cc(S(=O)(=O)Nc3ccc4c(c3)OCO4)ccc2n(C)c1=O	70.3
COc1ccc(CC(=O)n2c(CC#N)nc3ccccc32)cc1OC	88.1
CCOC(=O)N1CCN(S(=O)(=O)c2c(C)nn(C)c2C)CC1	98.8
Cc1ccc(S(=O)(=O)NCCCN2CCOCC2)c(C)c1	78.9
COCCCNC(=O)c1ccccc1NS(C)(=O)=O	89.9
Cc1cc(=O)oc2c(CN3CCCCC3)c(O)c(Cl)cc12	89.2
CC(=O)Oc1ccc2c(c1)c(C(C)=O)c(C)n2C	99.7

These rows are one share of the data. The share of hits here may be higher or lower than overall.
